Bioassay records: PubChem, National Center for Advancing Translational Sciences (NCATS)
GAA spleen mod = inhibitors or activators of human alpha-glucosidase in spleen homogenate; P10253; human spleen homogenate, 4-MU-alpha-glucoside fluorescence; 0.006% of 240,000 active; Potency, µM (top dose mostly 79.9 µM), inactives show top-dose activity change, negative = inhibition, usual class: inhibitors; AID 2112;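 also: 0% = enzyme with vehicle and -100% = no enzyme basal signal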
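Enzyme source: human spleen homogenate, 1 ug/well. Buffer 50 mM citric acid/K phosphate pH 5.0, 0.01% Tween-20. 4-MU-alpha-glucoside 1 mM; 37 C x 40 min; NaOH/glycine stop; fluorescence.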
Tau fluor counter = counter-screen for tau fibril formation inhibitors. tau K18 P301L Alexa594 fluorescence, heparin fibrillization. Potency, µM (highest dose often 57.7 µM), without a hit: top-dose activity change, negative = decrease. 0.93% of 280,000 active; also: % is scaled to controls: 0 for no effect and ±100 for the full control effect; nearly all actives have a fitted effect of over 55% in size
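Human tau K18 P301L (15 uM unlabeled, 0.24 uM Alexa 594-labeled) in 100 mM sodium acetate pH 7 with 20 uM heparin, 6 hr at 37 C. ThT 30 uM added, 1 hr ambient; Alexa 594 FP and total fluorescence read at 555/632 nm.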
Tau fibril ThT = inhibitors of human tau fibril formation, thioflavin T binding | P10636 | recombinant tau K18 P301L (four-repeat tau fragment), heparin-induced fibrillization, ThT fluorescence | Potency, µM (doses to about 57.4 µM), for the others: top-dose activity, negative = inhibition, usual class: inhibitors | 2.1% of 270,000 active | AID 1460; also: % is scaled to controls: 0 for no effect and ±100 for the full control effect; nearly all actives have a fitted effect of over 55% in size
Target sequence (P10636 561-689 P618L limits assumed): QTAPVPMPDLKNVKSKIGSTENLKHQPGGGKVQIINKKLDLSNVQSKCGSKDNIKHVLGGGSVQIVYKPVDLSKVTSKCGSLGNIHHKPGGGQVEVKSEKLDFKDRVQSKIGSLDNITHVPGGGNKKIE
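Recombinant human tau K18 fragment […] carrying P301L, 15 uM unlabeled plus 0.24 uM Alexa 594-labeled, was fibrillized with 20 uM heparin in 100 mM sodium acetate pH 7 for 6 hr at 37 C; 30 uM ThT fluorescence read after 1 hr.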
HTT ATP protect = Huntington cell model cytoprotection by ATP luminescence; PC12 HTT-Q103 induced, cytoprotection, ATP luminescence, 40 h; Potency, µM (series often up to 56.4 µM), without a hit: cytoprotection (ATP increase), actives largely listed as activators; 0.14% of 230,000 active; AID 1471;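 also: % of control where 0% means no effect; nearly all actives have a fitted effect of over 45% in size; toxic huntingtin expression switched on by the ecdysone agonist tebufenozide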
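Readout: ATPlite luminescence (ATP level). Model: stable PC12, inducible Htt exon1 Q103-GFP. Inducer: tebufenozide, 100 nM final. Compounds: dose series. No G418 in medium.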
aGal spleen mod = inhibits or activates alpha-galactosidase in human spleen homogenate. P06280. human spleen homogenate, 4MU-alpha-Gal fluorescence, 40 min. Potency, µM (titrated, usually from 80 µM), inactives show at the highest dose activity change, negative = inhibition, most hits filed as inhibitors. 0.008% of 240,000 active. AID 2107;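 also: 0% = enzyme with vehicle and -100% = no enzyme basal signal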
Target sequence (P06280 32-429 limits assumed): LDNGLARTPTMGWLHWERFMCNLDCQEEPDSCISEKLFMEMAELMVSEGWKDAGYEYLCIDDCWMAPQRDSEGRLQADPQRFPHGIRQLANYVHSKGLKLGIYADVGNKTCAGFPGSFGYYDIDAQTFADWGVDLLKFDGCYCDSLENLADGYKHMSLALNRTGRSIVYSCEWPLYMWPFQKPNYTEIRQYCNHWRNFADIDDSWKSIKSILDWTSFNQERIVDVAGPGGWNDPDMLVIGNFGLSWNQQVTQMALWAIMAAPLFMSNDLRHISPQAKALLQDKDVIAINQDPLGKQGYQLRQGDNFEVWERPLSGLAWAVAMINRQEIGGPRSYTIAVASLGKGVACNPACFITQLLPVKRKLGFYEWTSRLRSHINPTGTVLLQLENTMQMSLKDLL
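Inhibition or activation of alpha-galactosidase in human spleen homogenate is scored by 4-MU fluorescence after 40 min at 37C, pH 5.0, with 1 mM substrate. AC50s come from concentration-response fitted to the Hill equation.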
GAA inh = blocks human lysosomal alpha-glucosidase | P10253 | purified human GAA, 4-MU-alpha-glucoside fluorescence | Potency, µM (titrated, usually from 76.9 µM), without a hit: at the top dose activity change, negative = inhibition, most hits filed as inhibitors | 0.005% of 200,000 active;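 also: plate controls were uninhibited enzyme wells for no effect and no-enzyme background for full effect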
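Compounds are titrated up to 77 uM against 4 nM human enzyme. Substrate 4-methylumbelliferyl-alpha-D-pyranoside (400 uM) reacts 20 min at room temperature in pH 5.0 buffer; liberated 4-methylumbelliferone is read at 440 nm.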
GAA glycogen mod = inhibitors or activators of human alpha-glucosidase glycogen cleavage; P10253; 0.38% of 300,000 active; AID 2100; recombinant GAA, glycogen substrate, Amplex Red glucose oxidase fluorescence; Potency, µM (top dose mostly 76.4 µM), for the others: at the top dose activity change, negative = inhibition, most hits filed as inhibitors;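 also: 0% = full enzyme reaction and -100% = no-enzyme basal signal; the screen sought inhibitors and activators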
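Recombinant human enzyme (4 nM); glycogen substrate; 37 C, 40 min, pH 5.0. Readout: coupled glucose oxidase/Amplex Red fluorescence.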
Tau fibril FP = tau fibrillization inhibition (FP) | K18 P301L tau heparin fibrillization, Alexa594 FP, 6 h | Potency, µM (top dose mostly 57.7 µM), for inactives: at the highest dose activity, negative = inhibition, most hits filed as inhibitors | 0.39% of 280,000 active | AID 1468; also: % is scaled to controls: 0 for no effect and ±100 for the full control effect; nearly all actives have a fitted effect of over 55% in size
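Compound effects on tau fibrillization are measured by Alexa 594 fluorescence polarization (ex 555, em 632 nm). K18 P301L tau is used at 15 uM with 0.24 uM labeled tracer, and 20 uM heparin induces aggregation over 6 hr at 37 C.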
The depositor's hits bear a star; ? = inconclusive; / = not tested or not shown; [ ] = remark or other dose. Calls follow the shape of the dose curve; as a rule, active = well fitted curve in the direction sought with a large enough effect; inconclusive = small, poorly fitted or top-dose-only effect, or another doubt; inactive = no such curve, though single readings can be large; an effect the other way counts as inactive or inconclusive. Potency is read from the fitted curve at half-maximal effect. Rows were taken by chance; 3.3% or so of the library scored in one or more.

SMILES | GAA spleen mod | Tau fluor counter | Tau fibril ThT | HTT ATP protect | aGal spleen mod | GAA inh | GAA glycogen mod | Tau fibril FP
COc1ccc(CC(=O)N2CCN=C2SC)cc1OC | -7% | -4% | -6% | -3%[10 µM] | -2% | ? | 21% | -4%
CC[C@H](C)[C@@H](NC(=O)O[C@@H]1Cc2cc(OC)ccc2O[C@H]1c1cccc(OC)c1)C(=O)OC | -6% | -14% | -9% | -30%[inhibitor] | 4% | / | / | 4%
CCc1ccc2oc(-c3cc(N)ccc3Cl)nc2c1 | 0% | 14µM*[quencher] | ? | -86%[inhibitor][10 µM] | 5% | -8% | -4% | 10%
Cc1sc2ncnc(OCC(=O)N3CCN(S(=O)(=O)c4ccc(Cl)cc4)CC3)c2c1C | -8% | -5% | -1% | 1%[10 µM] | 0% | ? | -15% | 6%
O=c1[nH]cnc2ccc([N+](=O)[O-])cc12 | -1% | -4% | 1% | -21%[10 µM] | -4% | / | 4% | -5%
CC(SCc1ccccc1)C(=O)Nc1ccccc1-c1ccccc1 (stereo unspecified) | -9% | -6% | -12% | 3%[10 µM] | 4% | -27% | -3% | 0%
CN(C)c1ccc(N=Nc2ccccc2C(=O)OCC(=O)NC2CCCC2)cc1 | -1% | ? | 6.3µM* | -20%[10 µM] | 3% | 0% | -6% | -3%
COc1cc(C(=O)n2nc(C)c(Sc3ccc(Cl)cc3)c2C)cc(OC)c1OC | / | 0% | -11% | / | / | / | -1%[76.3 µM] | 5%
O=C(N1CCN=C1SCc1cccnc1)C12CC3CC(CC(C3)C1)C2 | 5% | -5% | 8% | -3% | 0% | 2% | -5% | -9%
NNC(=O)CN1C(c2ccc(Cl)cc2)=Nc2ccc(Br)cc2C1c1ccccc1 (stereo unspecified) | 9% | -5% | -7% | -26% | 8% | -11% | -4% | -9%
CN(CCC#N)C(=O)c1ccc(CNS(=O)(=O)c2ccc(F)cc2)cc1 | 4% | 7% | -2% | 9% | -1% | ? | 16% | 1%
COC(=O)c1ccccc1NC(=O)c1oc2ccc3c(c2c1C)C(=O)CC(C)(C)O3 | / | -20% | -8% | / | / | / | -10%[76.3 µM] | -16%

Copied from the list.
In GAA inh, `NNC(=O)CN1C(c2ccc(Cl)cc2)=Nc2ccc(Br)cc2C1c1ccccc1` (stereo unspecified) shows -11%
In Tau fluor counter, `CN(CCC#N)C(=O)c1ccc(CNS(=O)(=O)c2ccc(F)cc2)cc1` shows 7%
In Tau fibril FP, `CN(C)c1ccc(N=Nc2ccccc2C(=O)OCC(=O)NC2CCCC2)cc1` shows -3%

Grouped by structure, those above with four or more nitrogen atoms
SMILES | GAA spleen mod | Tau fluor counter | Tau fibril ThT | HTT ATP protect | aGal spleen mod | GAA inh | GAA glycogen mod | Tau fibril FP
Cc1sc2ncnc(OCC(=O)N3CCN(S(=O)(=O)c4ccc(Cl)cc4)CC3)c2c1C | -8% | -5% | -1% | 1%[10 µM] | 0% | ? | -15% | 6%
CN(C)c1ccc(N=Nc2ccccc2C(=O)OCC(=O)NC2CCCC2)cc1 | -1% | ? | 6.3µM* | -20%[10 µM] | 3% | 0% | -6% | -3%
NNC(=O)CN1C(c2ccc(Cl)cc2)=Nc2ccc(Br)cc2C1c1ccccc1 (stereo unspecified) | 9% | -5% | -7% | -26% | 8% | -11% | -4% | -9%

Continuation.
SMILES | GAA spleen mod | Tau fluor counter | Tau fibril ThT | HTT ATP protect | aGal spleen mod | GAA inh | GAA glycogen mod | Tau fibril FP
COc1ccc(-n2cnnc2SC(C)c2nc3sc(C)c(C)c3c(=O)[nH]2)cc1 (stereo unspecified) | 0% | -14% | ? | 0% | -15% | -7% | 6% | 4%
O=S(=O)(/C=C/c1ccccc1)NCCc1ccccn1 | -11% | 1% | 3% | -15% | 3% | -7% | 3% | 2%
CC(C)N1C(=O)C(O)(c2c[nH]c3ccccc23)c2ccccc21 (stereo unspecified) | / | -10% | -2% | / | / | / | -5%[76.3 µM] | 3%
Cc1ccc2nc(-c3ccc(Cl)cc3)cc(C(=O)OCC(=O)c3ccccc3)c2c1 | / | -11% | 5% | / | / | / | 5%[76.3 µM] | -20%
CCCCNC(=O)Cn1c(=O)n(C)c2ccccc21 | -7% | -4% | -4% | 11%[10 µM] | -6% | 2% | 10% | -8%
C/C(=N\NC(=O)CNC(=O)C1COc2ccccc2O1)c1ccc(Cl)cc1 (stereo unspecified) | 2% | -20% | -12% | 2%[10 µM] | -1% | / | 9% | -9%
Cc1ccccc1-n1c(=O)c2ccccc2n2nnnc12 | -3% | -4% | -7% | -16%[10 µM] | 4% | -5% | -7% | 1%
CCOC(=O)C1CCCN(C(=O)c2cc3c(=O)n(C)c4ccccc4c3s2)C1 (stereo unspecified) | / | -7% | -11% | / | / | / | 6%[76.3 µM] | -2%
CCOC(=O)C1=C(C)NC(C)=C(C(=O)OCC)C1C(=O)OCC(=O)N1CCCCC1CC (stereo unspecified) | -10% | -8% | -7% | 1% | -2% | -2% | -5% | -2%
Cc1ccc(NS(=O)(=O)c2cc3[nH]c(=O)c(=O)[nH]c3cc2C)cc1N(C)C | / | -16% | -16% | / | / | / | 9%[76.3 µM] | 8%
O=C(CSc1n[nH]c(=O)[nH]c1=O)NCC1CCCCC1 | 1% | 9% | 7% | 13%[10 µM] | 3% | / | 11% | 9%
CC(=O)Nc1ccc(NC(=O)COC(=O)c2c(C)nn(-c3ccccc3)c2C)cc1 | -7% | -21% | -9% | / | -2% | 10% | 1% | 8%
Cc1cc2c(c(SCC(N)=O)n1)C(=O)OC2 | -10% | 5% | -2% | -3% | -3% | ? | 1% | 15%
O=C(CSc1nc2ccccc2[nH]1)NC1CCCC1 | 1% | -3% | -2% | 14%[10 µM] | 1% | 8% | 23% | 7%
Cc1ccc2oc(-c3ccc(NC(=O)CC(C)C)cc3)nc2c1 | 1% | -4% | 8% | -22% | 6% | -3% | 4% | -1%
COc1cccc(/C=N/NC(=O)CNC(=O)c2ccc(S(=O)(=O)N3CCCC3)cc2)c1OC | -15% | 10% | 14% | / | -5% | -2% | -2% | 7%
O/N=C/c1ccn(-c2ccc(Br)cc2)c1 | -5% | -1% | -1% | 14%[10 µM] | -7% | -3% | -2% | -9%
Cc1ccc(OCc2nc(-c3ccccn3)n[nH]2)cc1 | -9% | -12% | -13% | -83%[inhibitor] | 5% | -8% | -15% | 0%
Cc1cc(-n2[nH]c(C)c(C)c2=O)nc(-c2ccccc2O)n1 | -6% | -18% | ? | -27% | -9% | -1% | -9% | 5%
O=[N+]([O-])c1ccccc1CSc1nc2ccccc2o1 | 4% | ? | ? | / | -2% | -9% | 8% | 7%
O=C(O)c1cc(-n2cccc2)ccc1N1CCOCC1 | -2% | -3% | -1% | 4%[10 µM] | 6% | -9% | -4% | -9%
COc1ccc(N2C(=O)C(CC(=O)Nc3ccc(F)cc3)N(CCC3=CCCCC3)C2=O)cc1 (stereo unspecified) | / | -26% | 12% | / | / | / | 9%[76.3 µM] | -12%
CCSc1nnc(-c2ccccc2NC(=O)CC)c(=O)[nH]1 | 8% | -11% | -6% | 1% | 4% | -3% | 4% | -6%
CCc1cccc(C)c1NC(=O)CSc1nc(-c2ccccc2F)nc2nc[nH]c12 | -1% | 2% | 2% | 1%[10 µM] | 5% | -1% | -1% | ?
COc1ccc(CNC(=O)C(=O)Nc2cccc(C)c2C)cc1 | / | -12% | -13% | / | / | / | -10%[76.3 µM] | -12%
Cc1c(N)cc(N)cc1C(=O)O | -1% | -8% | / | 2%[10 µM] | -3% | / | -20% | -10%
Cc1ccccc1NC(=O)Cn1c(=O)n(CCCCCC(=O)NCc2ccc3c(c2)OCO3)c(=O)c2sccc21 | / | -9% | 10% | / | / | / | 1%[76.3 µM] | 0%
CCOC(=O)N1CCC(NC(=O)c2cnc3n(c2=O)CCS3)CC1 | 3% | -4% | -7% | -24% | 11% | / | -2% | -8%
CC1(C)c2cc(Cl)ccc2-n2c1cc(O)c(-c1ccccc1)c2=O | 11% | -27% | / | 5%[10 µM] | 1% | / | 2% | 8%
COc1ccc(Cn2nnnc2CN2CCN(c3ccc(OC)cc3)CC2)cc1 | 0% | -11% | -10% | -4%[10 µM] | 5% | / | -6% | 6%
COc1ccccc1CN(Cc1nc2ccccc2c(=O)[nH]1)S(=O)(=O)c1ccc(C)cc1 | -6% | -24% | -18% | -3% | -1% | -7% | -17% | 1%
CCN(CC)CCCCCOc1ccccc1OC | -2% | 2% | 1% | 1% | -7% | 4% | -7% | -1%
CCOc1cccc(-c2cc(=O)[nH][nH]2)c1 | -9% | -21% | 3.5µM* | -4%[0.074 µM] | -7% | 0% | ? | ?
COC(=O)c1ccc(NC(=O)Cn2nnc(-c3cccs3)n2)cc1 | -23% | -1% | 0% | -59%[inhibitor] | 0% | 7% | -3% | -4%
CN(C)S(=O)(=O)c1ccc(NC(=O)N2CCN(c3cccc(C(F)(F)F)c3)CC2)cc1 | -4% | ? | -15% | 16%[10 µM] | -16% | ? | -1% | ?
COc1ccc(C2C(C(=O)Nc3cc(C)on3)c3ccccc3C(=O)N2C)cc1 (stereo unspecified) | 3% | -1% | -8% | -23% | 7% | 5% | -5% | -1%
O=C(O)C1CCCCC1C(=O)Nc1ccc2c(c1)OCCO2 (stereo unspecified) | 4% | 1% | -5% | -10% | 6% | -11% | -15% | 8%
NS(=O)(=O)c1ccc(CCNC(=O)CN2CCN(c3ccccc3O)CC2)cc1 | 1% | -15% | -17% | -7%[1.9 µM] | 4% | 3% | ? | 6%
N=C1C(c2nc3ccccc3[nH]2)=C(O)CN1c1ccc(F)cc1 | -1% | -7% | -23% | -2% | 4% | -3% | 6% | 7%
CC1(C)C(=O)OC(/C=C\c2cccc([N+](=O)[O-])c2)C(C)(C)C1=O (stereo unspecified) | -1% | 9% | 19% | -19% | 3% | 13% | 2% | 5%
COc1ccc2occ(C(=O)c3cccs3)c2c1 | 7% | -23% | ? | -48%[inhibitor] | 9% | -7% | -11% | -5%
O=C(Nc1ccccc1)Oc1cccc(Br)c1 | 0% | -15% | -8% | -1%[10 µM] | -2% | / | -8% | 0%
